Screens as filed in PubChem.
NFkB transloc pot – enhancers of NFkB p65 translocation in HUVEC – imaging, IL-1B stimulus, high-content imaging, primary screen. HUVEC IL-1B NFkB p65 nuclear translocation imaging. activation, % at 2 µM. hit rate 0.3% among 94,000. AID 819, 2007;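 active = activation above 40%, about the mean plus 3 SD, also judged a hit on visual image review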;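 also: percent activation is computed from the nuclear over cytoplasmic p65 intensity ratio; values of inactives mirror those of a sister screen read the other way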
PLAP inhibitors HTS – PLAP enzyme inhibitors, biochemical, luminescence, HTS (AID 690); purified PLAP, luminescent substrate; higher % means a stronger effect; Alkaline phosphatase, placental type (Homo sapiens); hit rate 0.08% among 96,000; inhibition, % at 20 µM; hits with a dose series show IC50 in µM; in the data active = a potency from the dose series; inactive = the rest, 99 in 100 with inhibition below about 30%; also: strong numbers were not always called active
NFkB transloc inh – inhibitors of IL-1B driven NFkB p65 nuclear import, primary screen, imaging, HUVEC, IL-1B stimulus, high-content imaging; HUVEC IL-1B NFkB p65 nuclear translocation imaging; inhibition, % at 2 µM; hit rate 0.43% among 94,000; AID 796, 2007;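 active = inhibition above about 30% together with a positive call from visual inspection of the well image, limit read from the data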;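 also: nuclear over cytoplasmic p65 intensity ratio measured by imaging; 0% = IL-1B stimulated DMSO wells and 100% = unstimulated DMSO wells; values of inactives mirror those of a sister screen read the other way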
MRP reversal – reversal of MRP1-mediated doxorubicin resistance, primary screen, H69AR cells, doxorubicin co-treatment. AID 602, 2007. hit rate 0.04% among 85,000. H69AR cells + 2 uM doxorubicin, CellTiter-Glo, 72 h. differential viability (reversal), % at 10 µM;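 active = viability drop by adding the cancer drug above about 55%, with treated viability meeting a 40% cutoff, limit read from the data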;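 also: viability without doxorubicin minus viability with 2 µM doxorubicin for each compound; larger differential means the compound sensitizes cells more to doxorubicin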
Bcl-B displacement – displacers of TR3 peptide from Bcl-B, primary screen, selectivity assay for Bfl-1 inhibitor project, biochemical, fluorescence polarization. FP displacement of FITC-TR3 peptide from Bcl-B; higher % means a stronger effect. one-dose displacement, % at 20 µM; IC50 in µM for titrated hits. hit rate 0.11% among 96,000. AID 748, 2007;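 active = displacement above 50% at 20 µM plus a fluorescence interference ratio under 1.5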;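 also: plate controls were wells without compound for no effect and wells lacking Bcl-B protein for full effect; a part of the inactive calls stands beside numbers as strong as those of hits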
MRP reversal cytotoxicity – second read-out of MRP reversal, no call of its own (marks repeat the call); viability, %; H69AR cells, CellTiter-Glo, 72 h; measured here: cytotoxicity without doxorubicin
MRP reversal with doxorubicin – recorded beside MRP reversal, whose call it bears; viability, %; measured here: viability with 2 uM doxorubicin; hits give low values
NFkB transloc inh cell count 2 µM – further read-out of NFkB transloc inh, marked with its call; cell count; measured here: cells passing quality filter;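 raw number of nuclei counted in each imaged well without normalization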
NFkB transloc pot cell count 2 µM – recorded beside NFkB transloc pot, whose call it bears; cell count; measured here: cells passing quality filter
* marks the source's active call; other numbers are inactive results; . = not tested or not shown. Not all compounds are listed; rates above refer to the full screens.

molecule	MRP reversal cytotoxicity	NFkB transloc pot cell count 2 µM	NFkB transloc pot	Bcl-B displacement	NFkB transloc inh	NFkB transloc inh cell count 2 µM	PLAP inhibitors HTS	MRP reversal with doxorubicin	MRP reversal
C=CCN(CC=C)S(=O)(=O)c1ccc(NC(=O)COc2ccccc2OC)cc1	84	151	-7	.	7	151	.	71	14
O=C(COc1ccccc1)NC(=S)Nc1ccc2c3c(cccc13)CC2	41	136	3	-4%	-3	136	20%	32	9
O=c1oc(-c2ccccc2)nc2sc3c(c12)CCCC3	85	195	20	-23%	-20	195	-6%	67	18
CCN(CC)S(=O)(=O)c1cccc2cc(C(=O)O)c(O)cc12	91	90	-8	5%	8	90	-58%	105	-15
COc1cccc(CNC(=O)C2CCN(c3cnccn3)CC2)c1	104	103	6	.	-6	103	.	95	9
COc1ccc(-c2noc(CCC(=O)N3CCN(c4cccc(C(F)(F)F)c4)CC3)n2)cc1	83	199	5	-18%	-5	199	-15%	83	0
CC(=O)Nc1cccc(NC(=O)c2cc(C)on2)c1	90	92	9	.	-9	92	.	92	-2
O=C(CSc1nc2c(sc3ccccc32)c(=O)n1CCCN1CCOCC1)NC1CCCC1	.	142	-5	4%	5	142	-28%	.	.

Additional structures.
molecule	MRP reversal cytotoxicity	NFkB transloc pot cell count 2 µM	NFkB transloc pot	Bcl-B displacement	NFkB transloc inh	NFkB transloc inh cell count 2 µM	PLAP inhibitors HTS	MRP reversal with doxorubicin	MRP reversal
CCOCCCNC(=O)C1CC(=O)N(C2CCCC2)C1 (stereo unspecified)	101	109	16	-3%	-16	109	1%	105	-5
Cn1cnnc1SCC(=O)N(Cc1ccc2c(c1)OCO2)C1(C(=O)NC2CCCCC2)CCCC1	95	.	.	-2%	.	.	-64%	91	4
O=[N+]([O-])c1cc(/C=N/O)ccc1Sc1ccccc1	72	66	15	2%	-15	66	-9%	71	1
Cc1ccccc1C(OCC(O)CN1CCCCC1CCO)c1ccccc1 (stereo unspecified)	80	141	-1	-2%	1	141	-110%	82	-2
CC(=O)Oc1cc2oc(=O)cc(C)c2cc1OC(C)=O	36	100	8	0%	-8	100	6.2µM*	50	-14
Cc1ccc(-c2cc(C(=O)O)n[nH]2)o1	93	153	2	4%	-2	153	10%	87	5
O=C1CC(NCc2ccncc2)C(=O)N1c1ccc(Cl)cc1 (stereo unspecified)	96	165	-2	-3%	2	165	-5%	96	1
COc1ccc(-n2c(CSc3nc(C)cc(C)n3)nnc2SCC(=O)Nc2nccs2)cc1	81	116	-6	8%	6	116	9%	77	3

Other records:
molecule	MRP reversal cytotoxicity	NFkB transloc pot cell count 2 µM	NFkB transloc pot	Bcl-B displacement	NFkB transloc inh	NFkB transloc inh cell count 2 µM	PLAP inhibitors HTS	MRP reversal with doxorubicin	MRP reversal
CCN1CCCC1CNC(=O)C(=O)Nc1ccc(OC)cc1 (stereo unspecified)	.	79	-4	3%	4	79	-26%	.	.
Cn1nc(-c2ccc(Cl)cc2)c2cc(C(=O)NC3CC3)sc21	42	147	-5	1%	5	147	4%	33	9
COc1ccc(N2CCN(C(=O)NC34CC5CC(CC(C5)C3)C4)CC2)cc1	93	83	-1	0%	1	83	-75%	93	1
Cc1ccc(SCC(=O)c2cc(C)c(OC(=S)N(C)C)c(C)c2)cc1	65	177	26	3%	-26	177	-4%	56	9
O=C(Nc1ccccc1N1CCN(C(=O)c2ccc(Cl)cc2)CC1)c1ccc2c(c1)OCO2	61	159	3	-1%	-4	159	-47%	41	20
O=C(NC1CCCCC1)c1cc2nc(-c3ccco3)cc(C(F)(F)F)n2n1	40	158	-6	-10%	6	158	1%	79	-39
O=C(Cn1cnc2ccccc21)N/N=C/c1ccccn1	.	177	-2	-6%	2	177	-81%	.	.
CC(c1cccnc1)N(CCN(C)C)C(=O)Nc1ccc(Cl)cc1 (stereo unspecified)	93	175	5	-14%	-5	175	-46%	79	14

(list continues)
molecule	MRP reversal cytotoxicity	NFkB transloc pot cell count 2 µM	NFkB transloc pot	Bcl-B displacement	NFkB transloc inh	NFkB transloc inh cell count 2 µM	PLAP inhibitors HTS	MRP reversal with doxorubicin	MRP reversal
Nc1ncc(Br)cc1S(=O)(=O)NCCC(=O)Nc1cccc(Cl)c1	.	153	8	0%	-8	153	20%	.	.
COC(=O)C1=C(C)OC(N)=C(C#N)C1c1ccc(OC)c(OC)c1OC (stereo unspecified)	79	121	7	7%	-7	121	14%	103	-24
COC(=O)C1CC(=O)N(CCc2c[nH]c3ccccc23)C1 (stereo unspecified)	94	57	1	6%	1	170	-71%	92	3
CCCNC(=O)C(NS(=O)(=O)c1ccc2c(c1)c(=O)n(C)c(=O)n2C)c1ccccc1 (stereo unspecified)	90	180	15	6%	-15	180	-7%	76	14
O=C1NC(c2ccco2)Nc2ccccc21 (stereo unspecified)	84	124	15	-2%	-15	124	2%	82	2
Cc1nnc(SCC(=O)NCc2ccco2)n1Cc1ccccc1	101	80	10	-2%	-10	80	-1%	96	5
COc1ccc(Cc2nnnn2CC(=O)O)cc1	92	142	0	-5%	0	142	-7%	89	3
N#Cc1c(N)nc(SCC(=O)NCc2ccc3c(c2)OCO3)c(C#N)c1-c1cccs1	77	114	-8	-2%	8	114	14%	78	-1

3 structures from above, sorted by molar mass, rising:
molecule	MRP reversal cytotoxicity	NFkB transloc pot cell count 2 µM	NFkB transloc pot	Bcl-B displacement	NFkB transloc inh	NFkB transloc inh cell count 2 µM	PLAP inhibitors HTS	MRP reversal with doxorubicin	MRP reversal
CCN1CCCC1CNC(=O)C(=O)Nc1ccc(OC)cc1 (stereo unspecified)	.	79	-4	3%	4	79	-26%	.	.
N#Cc1c(N)nc(SCC(=O)NCc2ccc3c(c2)OCO3)c(C#N)c1-c1cccs1	77	114	-8	-2%	8	114	14%	78	-1
O=C(CSc1nc2c(sc3ccccc32)c(=O)n1CCCN1CCOCC1)NC1CCCC1	.	142	-5	4%	5	142	-28%	.	.

Later entries:
molecule	MRP reversal cytotoxicity	NFkB transloc pot cell count 2 µM	NFkB transloc pot	Bcl-B displacement	NFkB transloc inh	NFkB transloc inh cell count 2 µM	PLAP inhibitors HTS	MRP reversal with doxorubicin	MRP reversal
CCC1CCCCN1C/C=C/c1ccccc1[N+](=O)[O-] (stereo unspecified)	.	63	2	2%	-2	63	-9%	.	.
COc1cccc(N(C(=O)c2ccn[nH]2)C2(C(=O)Nc3c(C)cccc3C)CCCCC2)c1	.	109	5	.	-5	109	.	.	.
CCN(CC)CCN1C(=O)C(O)=C(C(C)=O)C1c1ccccc1 (stereo unspecified)	102	.	.	-1%	.	.	-12%	103	-2
CCOC(=O)c1c(NC(=O)c2csc(C)c2)sc(C(C)=O)c1C	108	81	4	.	-4	81	.	97	11
Cc1[nH]nc2c1C(C(C)C)C(C#N)=C(N)O2 (stereo unspecified)	91	137	9	-6%	-9	137	-27%	85	7
CCNS(=O)(=O)c1ccc(C)c(-n2cnnn2)c1C	115	129	-3	.	3	129	.	101	14
COc1ccc(-c2cc(C(F)(F)F)nc(NCc3cccnc3)n2)cc1	93	66	12	7%	-12	66	1%	92	1
CCN(CC)CCNC(=O)Cc1c(C(=O)O)n(CC)c2ccccc12	100	.	.	3%	.	.	-12%	100	0

Carrying on.
molecule	MRP reversal cytotoxicity	NFkB transloc pot cell count 2 µM	NFkB transloc pot	Bcl-B displacement	NFkB transloc inh	NFkB transloc inh cell count 2 µM	PLAP inhibitors HTS	MRP reversal with doxorubicin	MRP reversal
Clc1ccccc1CN(Cc1ccco1)Cc1nnnn1C1CCCC1	90	107	-11	.	12	107	.	84	6
O=c1[nH]c2cc3c(cc2cc1CN(Cc1cccs1)Cc1nnnn1Cc1ccco1)OCCO3	60	181	-2	-4%	2	181	-40%	55	5
CC1=C(C(=O)Nc2ccc(C)cc2)C(c2ccc(C)o2)C2=C(CC(C)(C)CC2=O)N1 (stereo unspecified)	52	158	7	-1%	-7	158	-9%	80	-28
Cc1ccc(C(=O)N(c2ccccc2)C2CC(C)N(C(=O)c3ccco3)c3ccccc32)cc1 (stereo unspecified)	80	67	-3	-8%	3	67	-73%	95	-15
O=S(=O)(/C=C/c1ccccc1)c1ccccc1	.	152	-6	2%	6	152	-13%	.	.
O=C(O)CCc1nn2c3ccccc3nc2n(-c2ccccc2)c1=O	97	166	2	-4%	-2	166	21%	86	11
O=C(O)c1cn(-c2ccccc2)nc1-c1cccnc1	101	49	14	-8%	-14	49	-1%	96	5
Cc1ccc(Oc2cc(C)nc(-c3ccccc3O)n2)cc1	69	107	-1	-2%	1	107	10%	82	-13

Next section
molecule	MRP reversal cytotoxicity	NFkB transloc pot cell count 2 µM	NFkB transloc pot	Bcl-B displacement	NFkB transloc inh	NFkB transloc inh cell count 2 µM	PLAP inhibitors HTS	MRP reversal with doxorubicin	MRP reversal
CCC(Oc1ccc(C)c(C)c1)C(=O)O (stereo unspecified)	93	164	0	-9%	0	164	15%	101	-9
O=C(Cc1ccc(Br)cc1)NC1CCCCC1	101	195	-3	-3%	3	195	13%	87	14
C=CCn1c(N)c(C(=O)OCC)sc1=S	111	151	-4	-6%	4	151	7%	89	21
Cc1ccc(Oc2ncccc2/C=N/OCc2ccc(Cl)c(Cl)c2)cc1	.	154	6	8%	-6	154	-17%	.	.
COc1ccc(C(=O)c2c(C(F)(F)F)oc3c2C(=O)c2ccccc2C3=O)cc1OC	2	170	35	8%	-35	170	-67%	1	0
O=C(CCC(=O)N1CCCc2ccccc21)N1CCN(S(=O)(=O)c2ccccc2)CC1	90	102	1	2%	-1	102	-47%	77	13
Cc1ccc(-c2nc3ccccc3o2)cc1NC(=O)c1ccc2c(c1)OCO2	87	110	-12	-36%	12	110	13%	87	0
Cc1c(C(=O)OCCOC(C)C)[nH]c2c1C(=O)CC(C)(C)C2	95	.	.	-3%	.	.	-13%	82	13

(next part)
molecule	MRP reversal cytotoxicity	NFkB transloc pot cell count 2 µM	NFkB transloc pot	Bcl-B displacement	NFkB transloc inh	NFkB transloc inh cell count 2 µM	PLAP inhibitors HTS	MRP reversal with doxorubicin	MRP reversal
COc1ccccc1NC(=O)CN1CCN(c2ccc(Cl)cc2)CC1	87	172	20	-1%	-20	172	-2%	67	21
O=C(O)c1ccccc1OCCOc1ccccc1	95	152	-13	11%	13	152	14%	91	4
Cc1ccccc1NC(=O)CCSc1nnnn1-c1ccccc1	100	117	-2	.	2	117	.	83	17
CCOC(=O)c1cnc(-n2nc(C)cc2C)nc1Nc1ccccc1OC	.	131	38	4%	-38	131	16%	.	.
Cc1nn(C)cc1CNC(=O)Nc1ccc(Cl)c(Cl)c1	101	75	10	5%	-21	138	7%	82	19
O=C(CC(NS(=O)(=O)c1ccc(Cl)cc1)c1ccco1)N1CCc2ccccc21 (stereo unspecified)	95	.	.	-4%	.	.	9%	86	10
CC(C)(C)c1ccc(C2CC2C(=O)N/N=C\c2cc3ccccc3nc2Cl)cc1 (stereo unspecified)	.	157	-2	-15%	2	157	-10%	.	.
O=C(CN1C(=O)COc2ccccc21)NCc1ccccn1	102	167	3	5%	-3	167	2%	105	-3
CC(=O)c1ccc(N2CCN(C(=O)C3CCCN(S(=O)(=O)c4cnc[nH]4)C3)CC2)cc1 (stereo unspecified)	89	171	-14	0%	14	171	-55%	92	-3
CCCc1cc(-c2ccc(O)c(OCC)c2)c(C#N)c(N)n1	48	.	.	-2%	.	.	-19%	73	-25
